# mIAP activ: increases mouse intestinal alkaline phosphatase activity | 330,000 compounds, 0.24% hits | muIAP, CDP-Star luminescence, 30 min; active compounds read high; 1 = vehicle-only enzyme signal, 0 = enzyme-free wells | AID 2805 | activation factor at 10 µM;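 active = activation factor of at least 2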; also: the source names both 10 and 20 µM as test concentration; values of inactives mirror those of a sister screen read the other way
#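 System: mouse IAP enzyme. Reagent: CDP-Star chemiluminescent phosphatase substrate. Benchmarks: DMSO wells, no-enzyme wells. Times: 30 min enzyme-substrate-compound incubation at room temperature. Detection: luminescence from enzymatic CDP-Star hydrolysis. Doses: test compounds delivered from DMSO solution.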
# SENP1 FRET inh: SENP1 (human) catalytic domain inhibition; Q9P0U3; inhibition, % at 10 µM; 360,000 compounds, 0.21% hits; AID 624204; recombinant SENP1 catalytic domain, CyPet-SUMO1-YPet FRET cleavage;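 active = inhibition at least 30% at 10 µM, raw YFP signal under a set limit, fluorescence ratio 0.5 to 1.5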;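 also: 0% = enzyme with DMSO and 100% = no enzyme wells; some results filed as inactive read as strong as hits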
# Target sequence (Q9P0U3 419-644 limits assumed): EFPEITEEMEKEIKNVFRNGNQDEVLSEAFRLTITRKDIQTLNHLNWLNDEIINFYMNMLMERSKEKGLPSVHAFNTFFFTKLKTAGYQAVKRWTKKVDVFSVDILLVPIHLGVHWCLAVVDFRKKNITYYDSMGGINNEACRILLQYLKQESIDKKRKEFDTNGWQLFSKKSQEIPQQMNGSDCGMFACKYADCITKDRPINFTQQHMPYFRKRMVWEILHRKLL
#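 Material: hSENP1 catalytic domain, recombinant; medium: Tris pH 8 with BME, BSA, NP40 and catalase; compound: single concentration of 10 µM compound, 0.5% DMSO final; technique: FRET read of cyan and yellow fluorescence; timing: 50 min enzyme reaction, room temperature, light-protected; reagent: SFCypet-SUMO1-SFYpet substrate at 25 nM; control set: no-enzyme low, enzyme-DMSO high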
# hIAP inh: blocks human intestinal alkaline phosphatase; P09923; purified IAP, CDP-Star luminescence, 30 min; inhibition, % at 10 µM; 330,000 compounds, 0.12% hits;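 active = inhibition reaching a set limit with compound at 10 µM in the primary screen, cut at about 35% in these data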;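 also: plate controls were DMSO wells with enzyme for no effect and no-enzyme buffer wells for full effect; values of inactives mirror those of a sister screen read the other way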
# Target sequence (P09923 whole entry, looked up): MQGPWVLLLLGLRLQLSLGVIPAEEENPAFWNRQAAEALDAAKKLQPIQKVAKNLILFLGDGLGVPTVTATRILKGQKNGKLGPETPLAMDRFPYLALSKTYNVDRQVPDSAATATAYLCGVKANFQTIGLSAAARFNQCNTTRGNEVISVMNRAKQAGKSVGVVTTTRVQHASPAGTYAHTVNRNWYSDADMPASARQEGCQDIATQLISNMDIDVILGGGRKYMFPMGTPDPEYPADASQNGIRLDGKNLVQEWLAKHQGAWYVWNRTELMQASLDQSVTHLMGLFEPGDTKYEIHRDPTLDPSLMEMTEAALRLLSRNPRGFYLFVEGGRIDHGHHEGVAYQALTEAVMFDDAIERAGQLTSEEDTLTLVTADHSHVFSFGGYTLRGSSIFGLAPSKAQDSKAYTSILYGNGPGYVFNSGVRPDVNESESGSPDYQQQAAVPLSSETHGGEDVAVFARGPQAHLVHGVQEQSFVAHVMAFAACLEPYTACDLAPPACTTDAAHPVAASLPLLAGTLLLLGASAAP
# hIAP activ: increases human intestinal alkaline phosphatase activity | P09923 | purified human IAP, CDP-Star luminescence, 30 min; active compounds read high; 1 = vehicle-only enzyme, 0 = enzyme-free background | activation factor at 10 µM | 330,000 compounds, 0.16% hits | AID 2524;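 active = activation factor of the enzyme at least 2-fold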; also: the source names both 10 and 20 µM as test concentration; values of inactives mirror those of a sister screen read the other way
# NLRP3 yeast inh: NALP3 inhibition in yeast; Yeast reconstituted NLRP3/ASC/caspase-1, beta-gal luminescence, 24 h; inhibition, % at 10 µM; 330,000 compounds, 0.39% hits; AID 2825;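 active = inhibition of 50% or more; inactive = inhibition below 50%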;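 also: plate controls were induced DMSO wells for no effect and uninduced yeast grown without galactose for full effect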
# mIAP inh: blocks mouse intestinal alkaline phosphatase; purified mouse IAP, CDP-Star luminescence, 30 min; inhibition, % at 10 µM; 330,000 compounds, 0.2% hits; AID 2806;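 active = inhibition of at least 40% at 10 µM in the primary screen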;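 also: plate controls were DMSO with enzyme for no effect and no enzyme wells for full effect; values of inactives mirror those of a sister screen read the other way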
# beta cell repl: inducers of beta-cell replication in MIN6 cells. MIN6 cells proliferation, ATPlite luminescence, 48 h; cells starved in 0.2% serum; 100% = growth in 10% serum. proliferation, % at 10 µM. 330,000 compounds, 0.29% hits. AID 2380;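 active = compounds whose signal lies at least 3.5 SD above the mean of all wells on their plate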;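 also: 0% = DMSO-treated cells in low-serum medium and 100% = 10% serum control; some compounds called inactive have numbers as strong as hits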
# APOBEC3G inh: APOBEC3G (human) deaminase inhibition; recombinant A3G, ssDNA deamination FAM/TAMRA fluorescence; 330,000 compounds, 0.28% hits; Q9HC16; AID 493012; inhibition, % at 20 µM;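 active = inhibition of at least 40% at 20 µM, with no more than 30% in the related APOBEC3A deaminase screen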;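 also: plate controls were DMSO wells with A3G for no effect and wells lacking A3G enzyme for full effect; some compounds called inactive have numbers as strong as hits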
# A3A deaminase: blocks human APOBEC3A ssDNA deamination; P31941; AID 493011; 330,000 compounds, 0.41% hits; recombinant A3A, FAM/TAMRA ssDNA deamination fluorescence; inhibition, % at 20 µM;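 active = at least 40% inhibition at 20 µM here, with at most 30% in a related deaminase screen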;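 also: plate controls were A3A with DMSO for no effect and wells lacking A3A enzyme for full effect; some results filed as inactive read as strong as hits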
# Target sequence (P31941 whole entry, looked up): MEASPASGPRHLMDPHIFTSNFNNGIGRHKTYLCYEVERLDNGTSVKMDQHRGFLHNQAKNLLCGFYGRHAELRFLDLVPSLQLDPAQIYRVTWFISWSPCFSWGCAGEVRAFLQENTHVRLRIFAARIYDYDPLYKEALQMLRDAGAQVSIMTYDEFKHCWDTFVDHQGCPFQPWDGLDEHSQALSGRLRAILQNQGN
# * = called active by the depositor; x = not tested or not shown. These rows are one share of the data, so the mix of outcomes need not match the whole.
Molecule	SENP1 FRET inh	mIAP activ	mIAP inh	hIAP activ	NLRP3 yeast inh	beta cell repl	APOBEC3G inh	A3A deaminase	hIAP inh
COC(=O)c1cc(OC)nc2c1c(=O)n(C)c(=O)n2C	0	0.99	1	0.95	-5	-1	-10	-5	5
Cc1nc(C)n(CC(O)COc2ccc3cc(Br)ccc3c2)n1 (configuration not stated)	1	1.1	-9	1.1	14	-3	-5	-11	-13
O=C(Nc1ccc2ccccc2n1)c1ccc(Cl)cc1	-1	0.97	3	0.86	-7	-3	-9	-4	14
COc1cc(C(=O)N2CCCc3ccccc32)c([N+](=O)[O-])cc1OC	-2	0.94	6	1.2	28	-1	-9	-4	-16
COc1ccc(C(=O)OCC(=O)Nc2cc(C)on2)cc1S(=O)(=O)N1CCOCC1	0	0.95	5	1	1	-2	-7	-1	0
CCCN(CC(=O)Nc1ccccc1C)C(=O)c1ccc(S(=O)(=O)N2CCC(C)CC2)cc1	2	1.1	-8	1.1	17	0	-4	-1	-8
C=C1SC(=Nc2c(C)cccc2Cl)N(C(=O)c2sc3ccccc3c2Cl)C12CCCCC2	-1	0.98	2	0.95	9	-5	-4	0	5
CC(C)C[C@H]1CN=C(Nc2ccccc2)N1CC1CCCCC1	0	1.1	-6	1.2	21	0	-6	-1	-19
COCCCN1C(=O)C(=O)/C(=C(/O)c2ccc(OC(C)C)cc2)C1c1ccncc1 (configuration not stated)	-1	0.98	2	1	10	-3	-7	-3	-1
CCc1noc(C)c1C(=O)NNC(=O)c1nn(C)c(=O)c2ccccc12	0	1	-2	0.92	10	-4	-6	-1	8
Cc1[nH]c(C)c(S(=O)(=O)N2CCN(c3ccccc3)CC2)c1C(=O)N1CCCC1	2	1.1	-11	1.2	11	0	-1	-2	-19
CCCc1n[nH]c(=O)c2c1nnn2Cc1ccccc1	0	0.99	1	0.95	13	-2	-5	-4	5
O=C(O)c1ccc(O)cc1O	-1	0.87	13	0.81	-5	0	-12	-8	19
CC(=O)Nc1ccc(/C=C2\Sc3ccccc3C2=O)cc1	-38	0.89	11	1.1	21	-1	-16	-3	-7
CCN1CCCC1CN(Cc1cc2ccc(C)cc2[nH]c1=O)C(=S)Nc1ccccc1OC (configuration not stated)	-6	1.1	-8	0.96	7	-3	-8	-3	4
CC(=O)NC12CC3CC(C1)CC(C(=O)N1CCN(S(=O)(=O)c4ccc(Cl)s4)CC1)(C3)C2	-1	1	-4	0.91	16	-4	0	1	10
CC1CCCCN1C(=S)NCc1ccco1 (configuration not stated)	-8	0.91	10	1.1	-8	1	-6	-2	-12
CCCCCCCCNC(=O)/C(C#N)=C/c1ccccc1[N+](=O)[O-]	-1	1	-1	0.9	29	-6	-12	-6	10
Cc1nc2ccccc2c(=O)n1NC(=O)c1ccccc1	2	1	-4	0.96	5	-2	-11	0	4
CCOC(=O)Cc1csc(SCC(=O)N(CC(C)C)c2c(N)n(Cc3ccccc3)c(=O)[nH]c2=O)n1	-2	0.98	2	1	-3	5	-8	-1	-4
O=C(COC(=O)c1cccc(Br)c1)NCc1ccco1	-3	0.94	6	0.91	8	-2	11	30	9
CCc1cc(=O)oc2cc(C)cc(OC(C)C(=O)NC(Cc3c[nH]c4ccc(O)cc34)C(=O)O)c12 (configuration not stated)	1	0.97	3	0.89	9	4	-5	1	12
CC(=O)c1cccc(NC(=S)NC(=O)c2ccccc2)c1	1	1	-1	0.95	20	0	-10	0	5
Cc1ccc(C)c(OCC(=O)NCCNC(=O)COc2cc(C)ccc2C)c1	-1	1	-3	0.92	14	0	-1	4	8
O=C1OCc2cccc([N+](=O)[O-])c21	-1	0.97	3	0.87	11	0	-5	3	13
COC(=O)c1sccc1S(=O)(=O)Nc1ccc(C)cc1	2	0.98	2	1	-4	3	-8	-1	-3
NC(=O)CSc1oc(-c2ccc(F)cc2)nc1S(=O)(=O)c1ccccc1	-1	1	0	0.91	-6	-2	-1	3	9
COc1ccc(N2C(=O)C3C(c4ccc(C(=O)O)cc4)NC(Cc4ccccc4)(C(=O)O)C3C2=O)c([N+](=O)[O-])c1 (configuration not stated)	-2	0.94	6	0.88	3	-2	-5	2	12
OCCOCCNc1ncnc2sc(-c3ccccc3)cc12	-12	0.99	1	1.1	16	1	1	1	-7
C[C@@H]1CN([C@H](C)CO)C(=O)c2cc(NC(=O)Cc3cn(C)c4ccccc34)ccc2O[C@H]1CN(C)C(=O)Nc1ccc2c(c1)OCO2	-6	1.3	-30	1.1	12	1	-7	-1	-9
CSc1nsc(/C=C/Nc2cccc(Cl)c2)c1C#N	-36	0.89	11	1	-7	-5	-1	-4	-1
CCOC(=O)N1CCN(S(=O)(=O)c2cc(C)c(C)cc2C)CC1	-1	0.97	3	1.1	23	0	-1	1	-15
CC(C)(C)CN1C(N)=NC[C@H]1Cc1ccc(O)cc1	-2	1.1	-10	1.1	4	0	-14	-4	-12
COc1ccc(C)cc1Nc1n[n+](-c2ccccc2)c(-c2cc([N+](=O)[O-])cc(OC)c2O)s1	43*	0.94	6	0.99	-1	-3	-12	-5	1
O=C(COC(=O)Cc1cccc(F)c1)NCCc1ccccc1	4	0.97	3	0.9	12	-3	-6	-3	10
O=C(CCn1c(=S)oc2ccccc21)N1CCCCC1	1	0.99	1	1.2	-5	1	-1	-1	-15
CNC(=O)c1[nH]cnc1C(=O)N[C@@H](CC(C)C)C(=O)OCc1ccccc1	2	1	-2	1.3	10	-8	-12	-6	-28
COC(=O)N1CCN(c2ccc(C(C)=O)cc2)CC1	3	1.1	-5	1.1	4	2	-5	-3	-8
COc1ccc(N2CCN(C(=O)C3CCN(S(=O)(=O)c4cccs4)CC3)CC2)cc1	1	0.84	16	1	13	0	-9	-5	-1
O=C(Nc1cccc2c1CCCC2)C1CCCN(S(=O)(=O)c2cccc3nonc23)C1 (configuration not stated)	5	1	-3	1	18	1	-6	-4	-3
COc1cc2c(cc1OC)CN(C(=O)CC1CC3CCC1C3)CC2 (configuration not stated)	-4	1.1	-7	0.98	3	-4	2	2	2
Cc1ccc(N2CCN(C(=O)CN3C(=O)c4ccccc4C3=O)CC2)cc1	1	0.96	4	1	40	-1	-3	-1	-3
Cc1onc(-c2ccccc2)c1C(=O)Nc1sccc1C#N	-13	0.97	3	0.96	0	-3	-8	-6	4
Cc1cc(C)cc(N(C(=O)CNC(=O)c2ccco2)C(C(=O)NC2CCCC2)c2cccnc2)c1 (configuration not stated)	-2	0.98	2	0.93	12	0	-2	-2	7
CCN(c1ccc(F)cc1)S(=O)(=O)c1ccc2[nH]cc(C(=O)NCCCN3CCOCC3)c(=O)c2c1	-4	0.95	5	0.86	16	2	-4	2	14
CC[n+]1c(C)sc2cc(C)ccc21	-1	1	-3	0.98	17	-6	-3	23	2
O=C1Nc2c(c(=O)[nH]c(=O)n2-c2ccccc2F)C(C(F)(F)F)(C(F)(F)F)N1	0	1	0	0.95	-10	1	-4	-2	5
Cc1cccc(OCC(=O)OCC(=O)NCC2CCCO2)c1C (configuration not stated)	2	1.1	-6	0.94	14	1	-10	0	6
CC(C)(C)c1cc(NS(=O)(=O)c2ccc(Br)s2)no1	-4	1	0	1.1	1	1	0	6	-13
Cn1c(N)c(C(=O)COC(=O)COc2ccc(Cl)cc2Cl)c(=O)n(C)c1=O	3	0.96	4	1.1	8	-2	7	7	-10
CC[C@]1(C(=O)OC)[C@H]2C(=O)N(C)C(=O)[C@H]2[C@H]2CN(C)C(=NC)N21	1	1.1	-12	x	x	x	4	2	x
Cc1cccc(C(=O)OCC(=O)NCC2COc3ccccc3O2)c1 (configuration not stated)	2	0.77	23	1.1	9	3	-4	-2	-6
COc1ccc(N2C(=O)CC(NNC(=O)c3ccc(Br)s3)C2=O)cc1 (configuration not stated)	1	0.95	5	1.2	-2	1	3	1	-21
CCOC(=O)/C(C(N)=NC(C)C)=C(\O)c1ccccc1	-1	1	-1	0.92	1	3	-1	-1	8
Cc1ccc(-c2ccc([C@H]3[C@H]4C=CC[C@@H](C)[C@@H]4C(=O)N3Cc3ccccc3)c(F)c2)cc1	-2	0.98	2	1.1	3	-8	-8	-4	-8
CC1CCCCN1CCCNc1c(C=O)c(=O)[nH]c2ccccc12 (configuration not stated)	-5	0.99	1	1.1	4	-3	-5	-5	-10
Cc1ccc(C(=O)NCC(=O)OC(C)C(=O)Nc2ccc(N(C)C)cc2)cc1C (configuration not stated)	3	0.95	5	0.83	16	1	-3	-5	17
Cc1ccccc1-c1nc(CN2CCC(C(=O)NCCN3CCOCC3)CC2)c(C)o1	2	0.89	11	1.1	16	2	-5	-2	-10
O=C(Nc1cc(Cl)ccc1-n1cncn1)c1cccc(S(=O)(=O)N2CCOCC2)c1	-3	1	-1	0.89	2	7	-7	-3	11
COCC(C)n1c(SCc2ccc(C(=O)OC)o2)nc2ccccc2c1=O (configuration not stated)	1	0.99	0	0.96	-2	0	-7	-2	4

# 3 structures out of the list, ordered by molar mass, lowest first.
Molecule	SENP1 FRET inh	mIAP activ	mIAP inh	hIAP activ	NLRP3 yeast inh	beta cell repl	APOBEC3G inh	A3A deaminase	hIAP inh
CC[n+]1c(C)sc2cc(C)ccc21	-1	1	-3	0.98	17	-6	-3	23	2
CCOC(=O)/C(C(N)=NC(C)C)=C(\O)c1ccccc1	-1	1	-1	0.92	1	3	-1	-1	8
Cc1ccc(C(=O)NCC(=O)OC(C)C(=O)Nc2ccc(N(C)C)cc2)cc1C (configuration not stated)	3	0.95	5	0.83	16	1	-3	-5	17

# The listing continues.
Molecule	SENP1 FRET inh	mIAP activ	mIAP inh	hIAP activ	NLRP3 yeast inh	beta cell repl	APOBEC3G inh	A3A deaminase	hIAP inh
CCOC(=O)C1(Cc2ccc(OC)cc2)CCN(C(=O)Cn2cnnn2)CC1	1	1	-1	0.88	12	1	-3	-2	12
CCN1C(=O)[C@@H]2[C@@H](c3ccc(SC4CCCCC4)c(OC)c3)N3CCC[C@@]3(C(=O)OC)[C@@H]2C1=O	-4	1	-2	1	-2	3	-12	0	-3
Nc1nc(Cl)cc(N2CCOCC2)n1	-2	0.91	9	0.83	11	-3	0	-1	17
CON(c1nc(Cl)nc(N(C)C)n1)S(=O)(=O)c1ccc(C)cc1	0	1	-2	0.98	16	-2	-2	2	2
C/C(=N\NC(=S)NCc1ccccc1)c1ccc(C#N)cc1	2	0.9	10	1.1	3	2	-5	-4	-5
COc1ccc([N+](=O)[O-])cc1NC(=O)Cc1ccc(C)cc1	5	0.95	4	0.93	4	0	-9	-6	7
Cc1cccc(CC(=O)NC2CCCCCC2)c1	0	1	0	1.2	22	-1	-9	-3	-16
Cn1c2ccccc2c2c(=O)oc3ccccc3c21	1	0.99	6	x	x	x	3	7	x
CCOc1ccc(CC(=O)NNC(=O)NC2CCCCC2)cc1	-2	0.94	6	0.84	21	0	-4	0	16
CCCN(CCC)C1=CC(=[N+]2CCCC2)CC(C)(C)C1	1	1	-1	1	16	-3	27	60*	-5
